Compound activity (PubChem)
Nrf2 inh – Nrf2 qHTS screen for inhibitors; Potency, µM (series often up to 46 µM), inactives show at the top dose activity change, negative = inhibition, hits mostly inhibitors; actives 2.1% (n = 360,000); AID 504444, 2011; A549 ARE-Fluc reporter, luciferase luminescence, 18-24 h; note: potency is the fitted concentration of half-maximal effect; % is set by controls: 0 for no effect and ±100 for the full control effect; nearly all actives have a fitted effect of over 60% in size
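Nrf2 activity is the BugLite luminescence, read 15 min after reagent at room temperature, following CellTiter-Fluor cytotoxicity readout (30 min, 37C). Compound titrations were applied for 18-24 h to 5000 A549 ARE_Fluc cells/well in 5% FBS OPTI-MEM.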
IL2 activator – qHTS of IL-2 Activators; actives 0.065% (n = 360,000); IL-2 activation reporter assay, cell-based qHTS; stimulated with anti-CD3/CD4/CD28 beads; in transgenic mouse T cells; AID 652025, 2013; activation, % (series mostly up to about 46 µM); in the data active = activation above about 50%; inconclusive = mostly about 30% to 49%; note: 0% is about no effect
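First, unstimulated transgenic mouse T cells were exposed to compound for 60 min. Next, anti-CD3/anti-CD4-coated beads with anti-CD28 were added. Finally, after 18 h at 37 degrees C, EGFP and DsRed were imaged.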
ATXN2 expr inh – Primary qHTS for Inhibitors of ATXN expression | Potency, µM (doses to about 57 µM), for inactives: at the top dose activity change, negative = inhibition, actives largely listed as inhibitors | HEK-293 ATXN2-luciferase reporter, luminescence, 24 h | actives 0.72% (n = 360,000); note: potency is the fitted concentration of half-maximal effect; % is set by controls: 0 for no effect and ±100 for the full control effect; nearly all actives have a fitted effect of over 55% in size
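qHTS (up to 57 uM final) was run with 24 h compound exposure of reporter cells at 37 °C. Each well was multiplexed: SteadyGlo luminescence measured ATXN2-luciferase expression after a fluorogenic Gly-Phe-AFC viability readout (25 uM final).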
A549 tox – Nrf2 qHTS screen for inhibitors: counterscreen for cytotoxicity. A549 ARE-Fluc cells, CellTiter-Fluor viability, 18-24 h. Potency, µM (series often up to 46 µM), for inactives: top-dose activity change, negative = cytotoxicity, actives largely listed as inhibitors. actives 0.16% (n = 390,000). AID 504648, 2011; note: potency is the fitted concentration of half-maximal effect; % is set by controls: 0 for no effect and ±100 for the full control effect
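A549 ARE-Fluc cells in 5% FBS OPTI-MEM, 5000 cells/well, rested 2 h then exposed to compounds in concentration-response for 18-24 h at 37 °C. Viability by CellTiter-Fluor fluorescence (Ex 405/Em 525) after 30 min; luciferase luminescence (BugLite, 15 min, RT) read afterwards.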
TGFb inhibitor – qHTS for Inhibitors of TGF-b. HepG2 CAGA-GFP TGF-b/SMAD3 reporter, GFP fluorescence, 18 h; TGF-beta stimulated, 500 pg/mL final. AID 588855, 2011. Potency, µM (highest dose often 46.1 µM), for inactives: at the highest dose activity, negative = inhibition, actives largely listed as inhibitors. actives 1.2% (n = 410,000); note: potency is the fitted concentration of half-maximal effect; % is set by controls: 0 for no effect and ±100 for the full control effect; nearly all actives have a fitted effect of over 65% in size
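Inhibition was scored as loss of TGF-beta-induced (500 pg/mL final, 18 hours, 37 degrees C) GFP in HEPG2 cells carrying a CAGA-GFP reporter, in DMEM with 1% FBS. Well GFP was summed per cell; Activity was normalised to unstimulated and stimulated DMSO wells, then concentration-response fitting.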
EPAC2 agonist – qHTS for Agonist of cAMP-regulated guanine nucleotide exchange factor 4 (EPAC2): primary screen | Rap guanine nucleotide exchange factor 4 (Homo sapiens), Q8WZA2 | EPAC2 activation, biochemical qHTS; response scale: 100% = 6.5 mM cAMP response | Potency, µM (doses to about 154 µM), for inactives: at the highest dose activation, actives largely listed as activators | actives 0.079% (n = 360,000) | AID 720711, 2013; note: potency is the fitted concentration of half-maximal effect; nearly all actives have a fitted effect of over 50% in size
Target sequence (Q8WZA2 whole entry, looked up): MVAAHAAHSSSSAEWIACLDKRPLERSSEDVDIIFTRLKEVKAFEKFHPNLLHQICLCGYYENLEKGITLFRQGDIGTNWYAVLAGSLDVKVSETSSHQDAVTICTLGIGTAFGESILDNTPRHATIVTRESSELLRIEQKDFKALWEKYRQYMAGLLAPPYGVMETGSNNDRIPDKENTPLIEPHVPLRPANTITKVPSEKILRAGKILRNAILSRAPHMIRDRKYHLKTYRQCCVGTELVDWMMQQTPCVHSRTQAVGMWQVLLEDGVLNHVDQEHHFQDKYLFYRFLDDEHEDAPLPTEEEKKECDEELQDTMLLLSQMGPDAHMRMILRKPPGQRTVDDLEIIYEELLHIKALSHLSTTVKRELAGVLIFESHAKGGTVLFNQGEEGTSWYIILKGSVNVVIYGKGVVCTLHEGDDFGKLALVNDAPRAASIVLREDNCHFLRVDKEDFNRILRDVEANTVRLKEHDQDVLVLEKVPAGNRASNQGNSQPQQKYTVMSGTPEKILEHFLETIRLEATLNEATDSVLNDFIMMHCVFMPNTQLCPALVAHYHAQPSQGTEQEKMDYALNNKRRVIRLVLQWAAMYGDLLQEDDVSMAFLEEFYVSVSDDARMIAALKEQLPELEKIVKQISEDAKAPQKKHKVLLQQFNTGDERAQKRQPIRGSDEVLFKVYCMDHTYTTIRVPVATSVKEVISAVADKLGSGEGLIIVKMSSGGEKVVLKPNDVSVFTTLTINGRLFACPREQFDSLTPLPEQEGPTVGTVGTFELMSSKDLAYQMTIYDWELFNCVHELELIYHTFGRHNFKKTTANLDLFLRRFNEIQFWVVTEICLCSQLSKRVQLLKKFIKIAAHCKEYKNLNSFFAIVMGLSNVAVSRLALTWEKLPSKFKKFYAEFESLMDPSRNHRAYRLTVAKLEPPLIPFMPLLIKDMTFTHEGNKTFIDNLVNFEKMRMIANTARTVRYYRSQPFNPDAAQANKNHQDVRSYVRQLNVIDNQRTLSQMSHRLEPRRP
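EPAC2 (100 nM) mixed with Rap1B loaded with BODIPY-GDP (250 nM) plus 50 uM unlabeled GDP; compounds pinned in, 5 min RT, then read every 5 min for 30 min (ex 480, em 540 nm). Normalized to cAMP control.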
HepG2 tox – qHTS for Inhibitors of TGF-b: Cytotox Counterscreen. HepG2 CAGA-GFP viability, ATP luminescence, 18 h. Potency, µM (titrated, usually from 46.1 µM), for inactives: at the highest dose activity change, negative = cytotoxicity, actives largely listed as cytotoxic. actives 0.76% (n = 410,000). AID 588856, 2011; note: potency is the fitted concentration of half-maximal effect; some results filed as inactive show a strong effect at the top dose
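HepG2 CAGA-GFP cells (1000/well, DMEM with 1% FBS) received compound, then TGF-beta at 500 pg/mL final, and were incubated 18 hours at 37 degrees C. Viability was read by CellTiter-Glo luminescence. Media-only wells were set as complete cell-killing and DMSO as no toxicity.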
Nrf2 activator – qHTS of Nrf2 Activators. actives 0.31% (n = 410,000). Potency, µM (titrated, usually from 46.1 µM), for inactives: at the top dose activation, actives largely listed as activators. AREc32 ARE-luciferase reporter (MCF7-derived line), luminescence, 24 h; note: potency is the fitted concentration of half-maximal effect; % of control where 0% means no effect; nearly all actives have a fitted effect of over 65% in size
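AREc32 cells carrying an ARE-driven firefly luciferase, 1000 cells/well in OPTI-MEM with 5% FBS, dosed after overnight attachment and incubated 24 hr at 37 deg C. Steady-Glo luminescence read after 30 min at RT.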
ATXN viability – Viability Counterscreen for Primary qHTS for Inhibitors of ATXN expression | S2 cells (HEK-293 line with an ATXN2-luciferase reporter) viability, CellTiter-Fluor protease fluorescence, 24 h | Potency, µM (titrated, usually from 56.7 µM), usual class: cytotoxic | actives 0.49% (n = 400,000); note: potency is the fitted concentration of half-maximal effect; nearly all actives have a fitted effect of over 40% in size
An asterisk follows results filed as active; i = inactive; ? = inconclusive; · = no result given; & = joins results of further samples; [ ] = remark or other dose. Unless noted, calls come from the whole dose curve; as a rule, active = well fitted curve in the direction sought with a large enough effect; inconclusive = small, poorly fitted or top-dose-only effect, or another doubt; inactive = no such curve, though single readings can be large; an effect the other way counts as inactive or inconclusive.

Compound	Nrf2 inh	IL2 activator	ATXN2 expr inh	A549 tox	TGFb inhibitor	EPAC2 agonist	HepG2 tox	Nrf2 activator	ATXN viability
CCc1cc2ccccc2nc1Cl	-6%	0.6	3%[11.3 µM]	3%	3%	-5%	-4%	2.4%	?
O=C(COC(=O)c1n[nH]c(=O)c2ccccc12)Nc1ccccc1F	-5%	0.5	-6%	2%	?	11%	-19%	3.1%	i
COc1cccc(-n2c(SCC(=O)Nc3nnc(C)s3)nc3c([nH]c4ccccc43)c2=O)c1	·	·	-12%	?	11%	·	-2%	7.8%	i
C[C@H](N)C(=O)N1CCC(C(=O)N[C@@H](Cc2ccccc2)C(=O)Nc2ccc(F)cc2)CC1	10%	0.7	-1%	-9%	-1%	2%	-2%	-0.8%	i
CCC(C)[C@H](NC(=O)NCc1ccco1)C(=O)OC (some centres undefined)	5%	-1.1	5%	1%	18%	7%	2%	-0.4%	i
CC(C)=CC(=O)OCC(=O)Nc1cccc([N+](=O)[O-])c1	-13%	0.5	4%	-6%	2%	1%	4%	5.9%[9.22 µM]	i
COc1ccc(-c2ccc(CN3C(CC(C)C)C(=O)N(Cc4cn(CCC5OCCCO5)nn4)CCS3(=O)=O)cc2)cc1OC (centres undefined)	·	-1.5	?	·	-15%	5%	-37%	-1.3%	?
Cc1cc(NC(=O)CN2C(=O)/C(=C/c3cccc(Br)c3)SC2=S)no1	-3%	0.2	-6%	-4%	2%	-6%	1%	4.6%	i
CCOC(=O)c1cnc(Nc2nc3ccccc3o2)nc1CSc1nnc(C)s1	?	-2.2	-7%	?	2%	2%	-21%	1.4%	i
CC12CN3CC(C)(CN(C1)C3c1ccc(Br)cc1O)C2 (centres undefined)	3%	-1.7	12%	0%	23%	-14%	-74%	-0.3%	i
COc1cccc(CN2CCC(Oc3ccc(C(=O)NCc4ccccn4)cc3)CC2)c1	-25%	-0.2	-6%	-9%	-1%	6%	-12%	-0.2%	i
COC(=O)c1sccc1NC(=O)Nc1cccc(OC)c1	1%	-3.5	23%	-4%	1%	15%	11%	22%	i
O=P(COCCOCP(=O)(c1ccccc1)c1ccccc1)(c1ccccc1)c1ccccc1	0%	0.1	1%	-12%	-12%	8%	-12%	2.4%	i
CNC(=O)c1ccc(NC(=O)COc2ccc(-c3nn(C)c(=O)c4ccccc34)cc2)cc1	?	·	1%	0%	2%	·	0%	7.7%	i
Cc1cc(C)nc(SCCC(=O)N2CCOCC2)n1	·	0.4	-6%	-2%	-7%	3%	-1%	0.1%	i
O=C(O)C1C2C=CC(C2)C1C(=O)Nc1nccs1 (centres undefined)	-3%	-3.4	63%[activator]	-6%	0%	1%	3%	-0.8%	i
O=C(Nc1ccc2c(c1)OCO2)C1CCN(Cc2cc3c(cc2O)OCO3)CC1	-6%	0.8	1%	-15%	-12%	16%	-31%	?	i
COc1ccc(-c2onc(C)c2C)cc1S(=O)(=O)NCC1CCN(Cc2cccc(F)c2)CC1	?	·	·	0%	8.9µM*	·	-35%	5.1%	·
CCCCCOc1ccc(N2C(=O)CC(N(O)c3ccccc3)C2=O)cc1 (centres undefined)	?	-2.2	-20%	2%	0%	3%	-6%	12%	i
CSCc1ccc(C(=O)N2CCCC(Nc3ccc(F)cc3)C2)o1 (centres undefined)	-1%	-2.0	-9%	9%	2%	9%	-51%	-0.8%	i

Rewritten with values under each structure: entries from further up
Results follow in this order: Nrf2 inh	IL2 activator	ATXN2 expr inh	A549 tox	TGFb inhibitor	EPAC2 agonist	HepG2 tox	Nrf2 activator	ATXN viability
CC(C)=CC(=O)OCC(=O)Nc1cccc([N+](=O)[O-])c1
→ -13%	0.5	4%	-6%	2%	1%	4%	5.9%[9.22 µM]	i
COc1ccc(-c2ccc(CN3C(CC(C)C)C(=O)N(Cc4cn(CCC5OCCCO5)nn4)CCS3(=O)=O)cc2)cc1OC (centres undefined)
→ ·	-1.5	?	·	-15%	5%	-37%	-1.3%	?

Following part
Compound	Nrf2 inh	IL2 activator	ATXN2 expr inh	A549 tox	TGFb inhibitor	EPAC2 agonist	HepG2 tox	Nrf2 activator	ATXN viability
Cc1ccc(-c2ccc(=O)n(CC(=O)N3CCN(c4cccc(C)c4)C(C)C3)n2)cc1 (centres undefined)	-20%	-1.6	-24%	-5%	?	9%	-33%	3.5%	i
Nc1ccc(Nc2nc(-c3cccs3)cs2)cc1	?	0.6	47%[activator]	-1%	8%	0%	-10%	5.0%	i
CCCn1c2ccccc2c2cnn(CC(=O)NC3CCN(Cc4ccccc4)CC3)c(=O)c21	?	-6.0	-25%	-1%	1%	-4%	-14%	0.0%	i
C/C(=N\N=C(N)N)c1ccc(Cl)cc1	6%	-2.1	-22%	0%	-12%	8%	-15%	0.1%	i
CN(CC(=O)NCc1ccc(Cl)cc1)S(=O)(=O)c1ccc2c(c1)c(=O)n(C)c(=O)n2C	3%	·	6%	-3%	4%	·	3%	-0.6%	i
Cc1ccc(-n2nc(C)c3cc(C(=O)O)sc32)cc1	5%	0.5	9%	-3%	-9%	8%	11%	0.3%	i
O=c1[nH]c2ccccc2c(O)c1Cc1ccccc1	1%	-2.6	-23%	3%	2%	10%	-2%	-0.4%	i
COc1cc(C(C)=O)ccc1OCC(O)CN(CCO)Cc1ccccc1 (centres undefined)	-4%	0.7	-20%	0%	-20%	14%	-21%	0.4%	i
COc1cccc(NC(=O)CN2C(=O)COc3ccc(S(=O)(=O)N4CCOCC4)cc32)c1	?	0.5	·	0%&2%	6%&-16%	-1%	-5%&6%	0.5%&-0.9%	i
C=CCc1cc(/C=N/n2cnnc2)cc(OCC)c1O	10%	-0.1	3%	0%	0%	-7%	8%	12%	i
CC(=O)Oc1ccc(-c2cccc(C(=O)NCC(=O)O)c2)cc1	-1%	3.2	2%	-14%	2%	1%	8%	0.0%	i
Cc1c(NC(=O)CSc2nncn2-c2ccccc2)c(=O)n(-c2ccccc2)n1C	10%	-0.6	2%	7%	0%	6%	7%	-0.5%	i
Cc1noc(/C=C/N(C)C)c1S(=O)(=O)N1CCCC(C(=O)NC(C)c2ccccc2)C1 (centres undefined)	5%	-2.0	-11%	1%	?	15%	-43%	-0.3%	i
O=C(O)CC(C(=O)O)c1cn(Cc2ccccc2)c2ccccc12 (centres undefined)	5%	-0.6	0%	1%	-6%	-1%	-8%	2.8%	i
COc1ccc(C(C)=O)cc1Cn1c(C)c(C(=O)NCc2cccc(Cl)c2)sc1=O	·	0.0	0%	·	?	6%	-5%	0.9%	i
CC(=O)c1nc(N2C(=O)CC(Cc3cc(C)cc(C)c3)C2=O)sc1C (centres undefined)	-5%	-3.6	-21%	0%	5%	8%	-8%	-0.4%	i
O=C(CN1C(=O)C2CC=CCC2C1=O)NCc1ccc2c(c1)OCO2 (centres undefined)	·	-2.3	0%	4%	?	10%	-13%	0.5%	i
O=C(Nc1ccc(S(=O)(=O)N2CCC(c3nc4ccccc4s3)CC2)cc1)c1ccccc1	?	·	·	14%	-6%	·	2%	0.2%	·
Cc1cccn2c(=O)c3cc(C(=O)NC4CCCC4)c(=N)n(CCCN4CCOCC4)c3nc12	?	-0.2	?	-12%	0%	4%	-24%	2.4%	i
O=C(COC(=O)c1ccccn1)Nc1cccnc1Cl	1%	-4.5	2%	0%	0%	2%	-16%	-0.2%	i
COc1cc(OC)cc(C(=O)Nc2ccc(Nc3ccccc3)cc2)c1	1%	0.7	·	-4%	-26%	8%	-33%	10%	?
CCCC(CCC)C(=O)Nc1cccc(-c2nc3cccnc3s2)c1	-12%	·	·	7%	-9%	·	-24%	-0.6%	·
O=C(CCNC(=O)Cn1ccc2ccccc2c1=O)NCc1ccc(F)cc1Cl	-2%	0.1	3%	-1%	13%	-8%	1%	-0.7%	i
C[C@H]1CN([C@@H](C)CO)C(=O)c2cc(C3=CCCCC3)cnc2O[C@@H]1CN(C)C(=O)Cc1ccccc1	·	-3.5	-27%	·	-3%	-4%	-7%	4.8%	i
CC(=O)Nc1ccccc1NC(=O)C/C(C)=N/NC(=O)c1ccncc1	8%	-1.6	8%	7%	2%	10%	-2%	1.7%	i
Cc1cc(C)n(Cc2cc(C(=O)O)c3ccccc3n2)n1	21%	0.3	8%	2%	8%	0%	1%	0.0%	i
Cc1nc2ccc(C(=O)NC(C)(C)C)cn2c1N(C)C(=O)CCc1ccccc1	·	-0.6	10%	·	-1%	11%	1%	4.7%	i
CCCCCn1nc(C(=O)N(CC)c2c(N)n(CCCC)c(=O)[nH]c2=O)c2ccccc2c1=O	-3%	0.6	1%	3%	11%	9%	5%	3.1%	i
Nc1c(C(=O)Nc2ccccc2F)sc2nc(-c3ccco3)ccc12	?	8.3	7%	-15%	46%[activator]	15%	-39%	10%	·
O=C(O)CCCN1C(=O)C2C3CCC(C3)C2C1=O (centres undefined)	·	-1.5	·	·	-3%	-5%	-1%	0.5%	i
O=C(COC(=O)c1ccc(S(=O)(=O)N2CCCC2)cc1)Nc1ccc(N2CCOCC2)cc1	0%	-0.1	-19%	1%	-19%	2%	-2%	-0.1%	i
Cc1ccc(F)cc1S(=O)(=O)NCc1ccc(N2CCN(C)CC2)cc1	11%	1.8	-7%	0%	9%	5%	-4%	-0.5%	i
COc1ccc(-n2nnnc2SCC(N)=O)cc1	2%	-2.3	0%	-1%	-13%	0%	-2%	0.0%	i
CCC(=O)c1cc2c(cc1NC(=O)c1ccccc1F)OCCO2	-10%	·	4%	0%	32%	·	-12%	0.2%	i
